# Source: PubChem BioAssay (several laboratories)
# NPY Y1 blocker – blocks the human neuropeptide Y Y1 receptor. P25929. HEK293-CNG Y1 cells, membrane potential fluorescence; NPY at EC95, then isoproterenol. inhibition, % at 3.6 µM. 1% of 200,000 active;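 active = inhibition above the campaign mean inhibition of all tested compounds plus 3 SD, cut at about 20% in these data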;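 note: 0% = DMSO wells given NPY plus isoproterenol and 100% = isoproterenol alone without NPY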
# Target sequence (P25929 whole entry, looked up): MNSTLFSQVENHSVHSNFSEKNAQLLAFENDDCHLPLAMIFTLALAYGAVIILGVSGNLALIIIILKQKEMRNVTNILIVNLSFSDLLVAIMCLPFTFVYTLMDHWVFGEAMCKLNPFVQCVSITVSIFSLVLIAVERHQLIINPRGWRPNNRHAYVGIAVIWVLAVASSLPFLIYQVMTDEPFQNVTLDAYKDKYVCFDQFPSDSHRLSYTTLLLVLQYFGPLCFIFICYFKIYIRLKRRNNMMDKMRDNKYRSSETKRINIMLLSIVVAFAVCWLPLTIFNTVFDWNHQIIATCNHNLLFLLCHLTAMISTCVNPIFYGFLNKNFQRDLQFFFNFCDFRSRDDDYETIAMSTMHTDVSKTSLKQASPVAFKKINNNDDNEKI
#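 System: HEK293 cells with Y1 receptor plus CNG channel / Probe or stimulus: NPY 25 nM then isoproterenol 1 µM plus Ro 20-1724 25 µM / Compound: one concentration, 3.6 µM, in 0.4% DMSO / Schedule: compound incubation 1 h at room temperature, readout 45 min post-stimulation / Measured by: membrane potential fluorescence / Read-out: % inhibition of NPY effect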
# TRPN1 ag – agonists of zebrafish TRPN1 channel. HEK293 zebrafish TRPN1-YFP, Fluo-8 calcium fluorescence; 100% = response to 87 µM carbachol. activation, % at 3 µM. 0.18% of 220,000 active. AID 1424;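 active = activation above its plate's cutoff, the mean activation of test wells on that plate plus 3 SD, cut at about 19% in these data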;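 note: 0% = DMSO alone and 100% = 87 µM carbachol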
#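 System: zebrafish TRPN1-YFP in HEK293 cells / Dosing: 3 µM single point / Timing: dye loading 1 h at 37 °C, then 30 min room temperature / Signal: Fluo-8 calcium fluorescence, excitation 470-495 nm, emission 515-575 nm / Read-out basis: percent activation from peak over basal fluorescence ratio, control-normalized / Control set: high carbachol 87 µM, low DMSO alone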
# TRPML3 ag – agonists of human TRPML3 channel | AID 1448 | HEK293 TRPML3-YFP, Fluo-8 calcium fluorescence; 100% = the carbachol control signal | 0.29% of 220,000 active | activation, % at 3 µM;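 active = activation above its plate's cutoff, the mean activation of the plate's test wells plus 3 SD, cut at about 12% in these data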;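 note: 0% = DMSO only wells and 100% = carbachol wells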
#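 Test system: TRPML3-YFP stable HEK293 cells. Doses: single point at 3 µM. Incubation: dye loading 1 h 37 °C then 30 min ambient, 125 s read. Signal: Fluo-8 calcium dye fluorescence, ex 470-495, em 515-575 nm. Measure: percent activation from peak-to-basal fluorescence ratio, scaled between DMSO and carbachol.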
# EP2 modulator – modulates human prostaglandin E2 receptor EP2 signaling; EP2-expressing cells, cAMP HTRF FRET, PGE2 co-stimulation; induction, % at 25 µM; 0.83% of 260,000 active; AID 940;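 active = compounds whose cAMP rise, as percent of the full-agonist control response, exceeds 60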;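 note: rat C6 glioma line stably carrying human EP2 under a CMV promoter; the protocol text gives 20 µM as final concentration; 100% = response of wells given 1 µM PGE2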
# CHOP inhibitor – blocks CHOP induction under ER stress; CHO-K1 CHOP-promoter luciferase, tunicamycin-induced, 15-18 h; inhibition, % at 10 µM; 3.8% of 220,000 active;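 active = compounds that reduced the stress-induced luciferase reporter signal by more than about 70% of percent inhibition, limit read from the data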;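 note: 0% = tunicamycin plus vehicle and 100% = wells without tunicamycin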
# S1P4 ag – activates the human S1P4 receptor. O95977. S1P4-expressing cell line, agonist reporter assay. activation, % at 4.98 µM. 0.35% of 220,000 active. AID 1509; in the data active = activation above about 11%;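 note: 0% = DMSO vehicle and 100% = reference agonist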
# Target sequence (O95977 whole entry, looked up): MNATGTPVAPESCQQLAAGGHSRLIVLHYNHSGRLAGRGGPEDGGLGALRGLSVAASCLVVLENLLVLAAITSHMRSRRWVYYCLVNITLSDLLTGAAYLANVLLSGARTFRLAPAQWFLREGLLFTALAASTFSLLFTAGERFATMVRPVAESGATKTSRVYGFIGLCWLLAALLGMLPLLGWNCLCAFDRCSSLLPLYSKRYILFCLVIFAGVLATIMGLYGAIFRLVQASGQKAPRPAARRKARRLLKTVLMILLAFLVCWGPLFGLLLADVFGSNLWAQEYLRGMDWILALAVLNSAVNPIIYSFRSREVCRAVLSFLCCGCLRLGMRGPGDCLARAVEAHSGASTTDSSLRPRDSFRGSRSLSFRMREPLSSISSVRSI
# NPY1 pot ag – potentiators or agonists of human neuropeptide Y receptor Y1; NPY-Y1 expressing cells, potentiator/agonist activation; activation, % at 3.6 µM; 0.37% of 220,000 active; AID 1304; in the data active = activation above about 33%, passing the limit was not always enough;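 note: cells stimulated with NPY at EC10 then isoproterenol at EC100; 0% = low agonist plus stimulus and 100% = saturating agonist plus stimulus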
# S1P4 antag – antagonists of human S1P4 receptor | O95977 | S1P4-expressing cells, antagonist mode, reporter read-out | inhibition, % at 4.98 µM | 0.26% of 220,000 active | AID 1510; in the data active = inhibition above about 29%;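 note: 0% = wells stimulated with agonist and 100% = vehicle wells without agonist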
# NPY-Y2 PAM-ag – potentiates or activates human NPY-Y2 receptor; cells expressing NPY-Y2, potentiator/agonist read-out; 0.45% of 220,000 active; P49146; activation, % at 3.6 µM; in the data active = activation above about 27%;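 note: cells stimulated with NPY near EC25 plus isoproterenol at EC100; 0% = vehicle plus submaximal agonist and 100% = vehicle plus saturating agonist; some results beyond the cut were filed as inactive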
# * marks the source's active call; other numbers are inactive results; · = no result given; & = joins results of further samples.
cpd	SMILES	NPY Y1 blocker	TRPN1 ag	TRPML3 ag	EP2 modulator	CHOP inhibitor
1	CCOC(=O)c1cnc2c(cnn2C)c1NCCCN(C)C	2.4	1.8	0.7	-1.1	21.5
2	COc1ccc(-c2nnn(CC(=O)N3CCN(c4ccccc4OC)CC3)n2)cc1OC	0.8	1.4	0.8	-53.7&-59.6	-3.9
3	CN1CCN(/N=C/c2nc(-c3ccccc3Cl)n3ccccc23)CC1	5.5	-1.7	0.1	10.4	-3.1
4	Cc1cccc(CC2CC(=O)N(c3nc4ccccc4s3)C2=O)c1 (stereo not drawn)	12.5	-0.1	-0.1	-17.9	18.1
5	CCOC(=O)c1c(NC(=O)COc2ncnc3ccccc23)sc(C)c1CC	10.3	-1.1	-0.1	41.1	34.6
6	CCC(CC)C(=O)Nc1c(C)n(C)n(-c2ccccc2)c1=O	5.0	-1.1	1.0	3.9	-11.7
7	COc1ccccc1/C=N/NC(=O)CSc1cc(C)nc2ccccc12	16.3	0.1	0.0	-45.3	6.7
8	O=Nc1ccc(NOC(=O)c2ccc(Br)cc2)cc1	2.1	0.5	0.5	14.4	17.1
9	O=C1CC(Sc2ncn[nH]2)C(=O)N1c1ccccc1 (stereo not drawn)	3.9	-0.5	0.1	-0.7	6.1
10	N#CCSc1nnc(-c2cccnc2)n1-c1ccccc1	-0.8	1.7	-0.3	9.6	37.2

cpd	S1P4 ag	NPY1 pot ag	S1P4 antag	NPY-Y2 PAM-ag
1	1.5	12.9	-18.1	20.1
2	-0.1	-3.8	0.6	-19.9
3	-2.3	13.8	-4.0	21.2
4	1.6	-7.0	-4.7	-7.1
5	-1.7	-35.3	-19.5	-5.8
6	-0.6	-11.4	3.3	3.0
7	1.4	-16.8	-10.2	-14.4
8	0.3	12.0	4.8	7.5
9	3.1	9.6	-6.6	-10.2
10	2.0	-2.0	-14.9	-14.3

# Continued.
cpd	SMILES	NPY Y1 blocker	TRPN1 ag	TRPML3 ag	EP2 modulator	CHOP inhibitor
11	CCCCCCCn1c(=O)c(C(=O)OC)c(N)c2ccccc21	·	6.5	2.9	-51.9	72.8*
12	C=CCS/C(N)=N\N=C\c1cc(Br)cc([N+](=O)[O-])c1O	·	0.6	1.1	-24.9	-5.4
13	COc1ccc(CCNC(=O)c2c(O)c3cccc4c3n(c2=O)CC4)cc1	-1.7	-0.6	0.6	11.0	19.0
14	O=C(CSc1nnc(NC2CCCCC2)s1)Nc1ccc2c(c1)C(=O)c1ccccc1C2=O	-0.9	2.1	0.1	24.7	33.6
15	O=C(Oc1ccc2ccc(OC(=O)N3CCCCCC3)cc2c1)N1CCCCCC1	3.9	0.6	0.8	-18.1	69.4
16	Cc1ccccc1Cn1c(-c2cncs2)nc2ccccc21	-3.4	-1.0	-1.6	67.6*	36.8
17	Cc1ccc(N2C(=O)CC(Cc3cc(C)cc(C)c3)C2=O)cc1 (stereo not drawn)	6.3	-1.5	0.0	27.3	45.3
18	CC(=O)n1c(Cl)c(NC(=O)CCl)c2ccccc21	2.7	1.3	1.9	-11.8	-74.7
19	O=Cc1cn(-c2ccc(F)cc2)c2ccccc12	2.8	-2.0	-1.1	18.0	20.6
20	COc1cc(OC)c2c(=O)cc(-c3ccccc3)oc2c1	4.9	0.2	0.4	-6.3	-26.6

cpd	S1P4 ag	NPY1 pot ag	S1P4 antag	NPY-Y2 PAM-ag
11	1.3	1.1	-18.5	1.0
12	1.7	-3.7	-12.7	4.8
13	1.6	-2.3	12.9	8.3
14	-0.7	-3.2	-12.0	3.5
15	-0.1	-15.5	-0.6	1.1
16	1.2	13.7	-6.7	18.5
17	1.5	8.1	-11.1	-6.5
18	1.1	-6.3	14.8	1.2
19	-2.1	-30.5	-4.8	-11.2
20	1.5	-2.7	3.0	2.0

# Continuation.
cpd	SMILES	NPY Y1 blocker	TRPN1 ag	TRPML3 ag	EP2 modulator	CHOP inhibitor
21	O=S(=O)(Nc1ccccc1)c1ccc(F)cc1	2.2	-1.4	-0.7	-0.6	-15.1
22	CCOc1ccc(C(CC(=O)O)NC(=O)COc2ccccc2OC)cc1OC (stereo not drawn)	5.3	0.9	-0.1	31.1	27.9
23	COc1ccccc1N1CCN(C(=O)Nc2cccc(Cl)c2)CC1	5.7	1.6	0.4	-36.5	23.1
24	CC1=C(C(=O)N2CCN(c3cc(C)ccc3C)CC2)C2(CCCCC2)OC1=O	0.3	0.0	1.5	19.3	16.9
25	COCCNc1nnc(SCC(=O)Nc2cc(-c3ccccc3)nn2-c2ccccc2)s1	-2.3	2.7	-0.4	-2.8	29.2
26	CCCCCOC(=O)c1[nH]c2c(c1C)C(=O)C(C(=O)OC)C(C)C2 (stereo not drawn)	15.6	2.5	-0.7	90.7*	43.5
27	O=C(CSc1ccccc1C(=O)O)NCc1ccccc1	0.0	1.0	1.1	-0.8	-0.4
28	COC(=O)c1c(NC(=O)c2ccc(C)cc2)csc1C	·	-0.1	0.1	-15.9	-12.2
29	CCS(=O)(=O)c1ccc(N)cc1	0.2	1.2	1.1	2.3	5.1
30	O=C(CN1CCCCCCC1)N/N=C/c1ccc(F)c(F)c1	5.0	-0.8	0.7	9.8	-6.0

cpd	S1P4 ag	NPY1 pot ag	S1P4 antag	NPY-Y2 PAM-ag
21	-5.9	4.4	13.8	12.2
22	1.2	11.6	-3.5	-4.5
23	-2.7	-9.3	2.5	0.3
24	2.9	-5.3	8.4	6.1
25	-1.3	-5.6	-13.2	1.3
26	0.4	-27.3	10.2	-40.6
27	2.8	10.9	-10.2	-10.3
28	-1.2	-8.2	-4.8	-23.1
29	0.1	3.3	-15.8	8.5
30	-0.5	-8.2	-10.0	-18.4

# Remaining list, next part
cpd	SMILES	NPY Y1 blocker	TRPN1 ag	TRPML3 ag	EP2 modulator	CHOP inhibitor
31	COc1ccc(C(=O)Nc2cccnc2Sc2ccc(Cl)cc2)cc1	·	0.7	-0.2	-29.1	10.9
32	O=C1CC(NCc2ccncc2)C(=O)N1c1ccc(Cl)cc1 (stereo not drawn)	-8.2	1.4	0.3	13.0	-12.5
33	COc1ccc(NC(=O)CN2CCc3ccccc3C2)cc1S(=O)(=O)N1CCOCC1	3.2	0.0	0.6	3.9	52.7
34	Cc1ccc(S(=O)(=O)N(C)/N=C/C=C/c2ccccc2)cc1	4.7	-0.1	0.8	-10.0	12.9
35	CN(C)C(=O)Cn1c(=O)n(C)c2ccccc21	-0.2	1.1	1.4	-4.0	-12.0
36	Cc1cc(C(=O)COC(=O)c2ccc(Br)o2)c(C)n1Cc1ccco1	4.2	1.7	1.0	-45.2	-5.9
37	CCN(CC)c1ccc(/C=C2\C(=O)N(c3nnc(C)c(=O)[nH]3)N=C2C)cc1	·	1.1	1.1	-87.4	-150.4
38	C/C(=N/OC(=O)c1ccc(C)cc1)C(=O)c1ccc(Br)cc1	·	0.8	0.0	-8.7	18.5
39	CCOC(=O)N1CCC(N2CCCC(CO)(Cc3ccccc3C)C2)CC1 (stereo not drawn)	-1.2	-0.9	0.8	-11.6	13.5
40	COc1cccc(-c2nnc(SCCOc3ccc4c(C)cc(=O)oc4c3)o2)c1	0.3	0.5	-0.1	-28.7	17.3

cpd	S1P4 ag	NPY1 pot ag	S1P4 antag	NPY-Y2 PAM-ag
31	0.0	-20.9	6.2	-22.2
32	-0.9	-8.6	8.5	4.7
33	0.3	-13.3	-12.2	-11.1
34	-0.1	-6.5	-8.5	-10.1
35	0.9	22.6	18.9	3.1
36	-0.1	-1.5	-18.5	-3.7
37	-0.7	-3.4	-4.8	-21.8
38	-2.6	2.0	7.4	-18.8
39	-0.9	2.9	-18.1	-11.2
40	0.1	-17.5	-14.3	-7.9

# (continued)
cpd	SMILES	NPY Y1 blocker	TRPN1 ag	TRPML3 ag	EP2 modulator	CHOP inhibitor
41	O=C(NCCn1cccn1)c1ccc(OC2CCN(C(=O)C3CC3)CC2)cc1	4.2	1.2	1.0	3.5	-4.8
42	CCOc1ccc(CCNC(=O)c2ccc(N3CCCC3=O)cc2)cc1OCC	6.3	1.6	1.6	37.1	1.1
43	O=c1ccnc(Sc2ncccc2[N+](=O)[O-])[nH]1	-0.4	2.4	0.8	12.1	0.9
44	CN(C(=O)c1ccc(C#N)cc1)c1nnc(-c2ccccn2)s1	3.9	-0.2	0.2	-18.7&-22.5	14.8
45	CCCCCCN=CC1=C(O)C(C(=O)OC)C(C)(C)CC1=O (stereo not drawn)	4.4	-0.9	0.9	23.1	28.3
46	O=C(NCCC1=CCCCC1)C(=O)NCc1ccccc1Cl	3.2	-0.7	0.3	7.9	-11.3
47	Cc1cccc(C(=O)c2c(N)sc3c2CCCC3)c1	0.6	-1.0	0.1	53.5	32.2
48	COc1ccc(C2CC(=O)c3cnc(NC(=O)c4ccccc4)nc3C2)c(OC)c1 (stereo not drawn)	3.2	1.0	0.0	5.6	31.1
49	N#Cc1c(-c2ccccc2)nc(-c2ccccc2)[nH]c1=O	-0.6	0.7	0.5	28.8	22.6
50	Cc1ccc(-c2nc3cc(NC(=O)C(C)C)ccc3o2)cc1C	-3.4	0.3	0.5	-17.7	56.7
51	COc1cccc(-c2cc(C(F)(F)F)nc(-n3cc(Cl)cn3)n2)c1	6.1	-0.8	0.7	39.2	41.4
52	C/C(Cn1cnc([N+](=O)[O-])n1)=N\NC(=O)c1cccnc1	-6.6	-1.2	0.1	18.9	28.7

cpd	S1P4 ag	NPY1 pot ag	S1P4 antag	NPY-Y2 PAM-ag
41	0.2	-1.3	-49.8	-9.3
42	-3.0	-6.6	8.8	5.8
43	1.7	-27.2	-0.8	7.3
44	-1.1	-2.4	-5.0	-4.5
45	0.0	-12.2	8.8	-6.7
46	1.0	-7.0	1.4	-10.4
47	0.1	5.9	0.0	0.3
48	-0.1	-8.6	-6.6	-3.4
49	1.1	18.0	-5.7	9.1
50	-0.5	15.3	-6.8	12.8
51	-1.4	-18.2	2.1	-12.7
52	0.1	3.3	-4.3	5.8

# An excerpt of these results, with each value named:
5: CCOC(=O)c1c(NC(=O)COc2ncnc3ccccc23)sc(C)c1CC
  NPY Y1 blocker: 10.3
  TRPN1 ag: -1.1
  TRPML3 ag: -0.1
  EP2 modulator: 41.1
  CHOP inhibitor: 34.6
  S1P4 ag: -1.7
  NPY1 pot ag: -35.3
  S1P4 antag: -19.5
  NPY-Y2 PAM-ag: -5.8

6: CCC(CC)C(=O)Nc1c(C)n(C)n(-c2ccccc2)c1=O
  NPY Y1 blocker: 5.0
  TRPN1 ag: -1.1
  TRPML3 ag: 1.0
  EP2 modulator: 3.9
  CHOP inhibitor: -11.7
  S1P4 ag: -0.6
  NPY1 pot ag: -11.4
  S1P4 antag: 3.3
  NPY-Y2 PAM-ag: 3.0

7: COc1ccccc1/C=N/NC(=O)CSc1cc(C)nc2ccccc12
  NPY Y1 blocker: 16.3
  TRPN1 ag: 0.1
  TRPML3 ag: 0.0
  EP2 modulator: -45.3
  CHOP inhibitor: 6.7
  S1P4 ag: 1.4
  NPY1 pot ag: -16.8
  S1P4 antag: -10.2
  NPY-Y2 PAM-ag: -14.4
